ARFGAP1 inh: inhibitors of rat ARFGAP1. inhibition, % at 16.5 µM. Q62848. 360,000 tested, 0.26% active. Arfgap1-stimulated ARF1 GTP hydrolysis, GDP FP detection;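 active = inhibition above a per-plate limit, mean inhibition of low control wells plus 3 SD, cut at about 25% in these data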;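 note: 0% = DMSO wells with enzyme and 100% = wells lacking Arfgap1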
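System: truncated rat Arfgap1 GAP domain / Medium: HEPES-based buffer, pH 7.5 / Also added: N-terminally truncated human ARF1-GTP substrate / Incubation: enzyme reaction 120 min at 25 °C after 20 min preincubation / Measured by: FP of antibody-bound GDP Alexa 633 tracer, ex 620/em 688 nm / Replicates: singlicate, each compound tested once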
Tn6 DDE FP: inhibitors of Tn6 peptide binding to human fibrin DD(E) | P02675 | Fibrin DD(E) TRITC-Tn6 fluorescence polarization displacement | inhibition, % at 8.3 µM | 370,000 tested, 0.21% active | AID 720509;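 active = inhibition above a per-campaign cutoff: mean of compounds within control limits plus 3 SD, cut at about 15% in these data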;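 note: 0% = median of all compound wells on the plate and 100% = blocking peptide control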
ADAM17 inh: ADAM17 inhibition, QFRET primary screen; 370,000 tested, 0.83% active; inhibition, % at 6.95 µM; recombinant ADAM17, EDANS/DABCYL FRET peptide cleavage; P78536;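 active = inhibition above the mean of compounds lying between control limits plus 3 SD, set per campaign, cut at about 8.5% in these data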;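 note: 0% = DMSO-only wells as the low control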
PLC-gamma1 inh: inhibitors of human phospholipase C gamma1; P19174; purified PLC-gamma1, fluorogenic substrate, fluorescence; inhibition, % at 12.2 µM; 370,000 tested, 0.84% active; AID 720700; in the data active = inhibition above about 9.5%
LEDGF integ inh: blocks HIV-1 LEDGF/p75-dependent DNA integration | TR-FRET IN-LEDGF/p75 DNA integration, Eu/Cy5 | inhibition, % at 3.7 µM | 370,000 tested, 0.64% active;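 active = inhibition above the screen-wide mean plus 3 SD, cut at about 13% in these data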;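 note: signal is the Cy5 over europium emission ratio at 671 and 618 nm; 0% = plate median of compound wells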
proKLK7 act: activators of human kallikrein-7 zymogen. AID 652039. purified proKLK7, EDANS-DABCYL substrate fluorescence; 100% is mature enzyme control, 0% vehicle. 370,000 tested, 0.9% active. activation, % at 7 µM. P49862;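 active = activation above the mean of all tested compounds plus 3 SD, computed per campaign excluding outliers beyond control limits, cut at about 13% in these data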
ASAP1 inh: ASAP1 ArfGAP inhibition; Q9ULH1; AID 624377; 360,000 tested, 0.19% active; inhibition, % at 16.5 µM; ASAP1-stimulated ARF1 GTP hydrolysis, GDP FP detection; in the data active = inhibition above about 25%;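 note: 0% = vehicle with enzyme and substrate and 100% = no enzyme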
Target sequence (Q9ULH1 325-724 limits assumed): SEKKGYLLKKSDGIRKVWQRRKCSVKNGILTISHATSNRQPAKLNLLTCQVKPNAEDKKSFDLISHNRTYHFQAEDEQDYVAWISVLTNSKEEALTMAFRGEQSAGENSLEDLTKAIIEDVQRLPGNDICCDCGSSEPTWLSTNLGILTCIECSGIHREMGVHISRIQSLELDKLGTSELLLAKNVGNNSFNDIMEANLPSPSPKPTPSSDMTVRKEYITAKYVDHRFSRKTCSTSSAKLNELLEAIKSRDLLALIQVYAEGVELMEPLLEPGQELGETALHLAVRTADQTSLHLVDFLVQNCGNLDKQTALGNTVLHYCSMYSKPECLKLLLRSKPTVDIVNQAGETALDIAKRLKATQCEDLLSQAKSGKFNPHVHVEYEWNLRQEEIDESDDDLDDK
DDE Tn7 FP inh: DD(E)-Tn7 binding inhibition, primary FP screen | FP displacement of FITC-Tn7 peptide from fibrin DD(E); 0% = median of compound wells per plate | inhibition, % at 8.3 µM | 370,000 tested, 0.13% active;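 active = inhibition above the mean of compounds falling within the control limits plus 3 SD of them, cut at about 14% in these data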;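 note: 0% = plate median of compound wells and 100% = 10 µM Aha-Tn7 peptide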
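Assay system: Fibrin-DD(E) protein isolated from polymerized human fibrin clots; read-out basis: percent inhibition; medium: Tris/NaCl/CaCl2 buffer, pH 7.8; signal: FP measurement; incubation: 10 min plus 3 h, room temperature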
ADAM10 inh: inhibits human ADAM10 | O14672 | recombinant ADAM10, EDANS/DABCYL FRET peptide cleavage, 3 h | inhibition, % at 7 µM | 370,000 tested, 0.62% active | AID 720582;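 active = inhibition above a per-campaign cutoff equal to the mean of compounds falling between control-based bounds plus 3 SD, cut at about 20% in these data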;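 note: 0% = DMSO wells while the 100% control is not disclosed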
Target sequence (O14672 214-748 limits assumed): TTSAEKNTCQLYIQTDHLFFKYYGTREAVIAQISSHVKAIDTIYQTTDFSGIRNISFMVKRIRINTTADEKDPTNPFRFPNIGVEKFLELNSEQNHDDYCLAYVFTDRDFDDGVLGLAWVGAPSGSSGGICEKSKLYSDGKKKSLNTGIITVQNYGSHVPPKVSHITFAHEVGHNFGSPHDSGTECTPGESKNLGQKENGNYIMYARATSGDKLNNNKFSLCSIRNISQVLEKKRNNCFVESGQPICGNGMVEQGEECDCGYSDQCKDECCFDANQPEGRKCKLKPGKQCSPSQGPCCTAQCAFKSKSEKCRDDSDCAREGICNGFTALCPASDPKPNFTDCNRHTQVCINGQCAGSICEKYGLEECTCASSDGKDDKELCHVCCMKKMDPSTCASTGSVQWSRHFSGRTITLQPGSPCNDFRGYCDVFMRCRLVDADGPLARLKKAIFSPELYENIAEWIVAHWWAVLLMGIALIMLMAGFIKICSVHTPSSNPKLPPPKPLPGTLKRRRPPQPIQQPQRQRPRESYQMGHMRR
TDP2 inh: blocks human TDP2 phosphodiesterase activity. O95551. recombinant TDP2, T5PNP hydrolysis, p-nitrophenol absorbance 415 nm. inhibition, % at 12.8 µM. 370,000 tested, 0.34% active. AID 720702;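 active = inhibition above the mean of all tested compounds plus 3 SD, set per campaign, cut at about 25% in these data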;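 note: 0% = DMSO with enzyme and 100% = buffer with substrate but no TDP2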
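test system = human TDP2 enzyme | input = TDP2 enzyme at 120 nM final | medium = 50 mM Tris-HCl pH 7.5 with Mg2+, KCl, DTT, BSA | also added = T5PNP substrate, 5 mM | times = 2 h at 37 °C | technique = epi absorbance | benchmarks = high control without enzyme, low control DMSO plus TDP2 | replication = each compound tested once, singlicate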
Active calls of the source: *; i = inactive; & = joins results of further samples. Rows were taken by chance. About 4.2% of those tested had a hit in this group.

Sample of the layout (10 entries):
ARFGAP1 inh	Tn6 DDE FP	ADAM17 inh	PLC-gamma1 inh	LEDGF integ inh	proKLK7 act	ASAP1 inh	DDE Tn7 FP inh	ADAM10 inh	TDP2 inh	Structure
7	4	-3	-25	1	0.5	0	4	1	-13	CCOC(=O)C1CCCN(c2ncnc3c2cnn3-c2ccc(OC)cc2)C1 (configuration not stated)
12&5	-4&-6	-18&-17	-234&-196	-2&1	-17&-2.2	-1&-6	-1&-1	-49&-47	4&3	CCCCCCSc1ccc(-c2nc3ccc(Cl)cn3c2NCCCC)cc1OC
5	10	0	1	1	0.2	-7	2	3	7	COc1ccc(S(N)(=O)=O)cc1C(=O)NCC(C)(C)N1CCOCC1
14	4	3	0	0	-0.4	-2	-6	-9	4	COc1ccc(Cc2nc(-c3ccc(-n4cccc4)cc3)no2)cc1
8	2	-14	-24	-2	0.9	-7	8	-33	3	COc1ccccc1NC(=O)C1CCCN(c2cnccn2)C1 (configuration not stated)
-6	-2	6	8	7	0.0	-9	3	5	3	NS(=O)(=O)c1ccc(CCNC(=O)CSc2nc3c(sc(=S)n3-c3ccccc3)c(=O)[nH]2)cc1
-11	-1	-5	-26	-1	1.8	0	-6	-22	0	CC1CCC2(CC1)NC(=O)N(NC(=O)c1cccc(N(C)C)c1)C2=O (configuration not stated)
14	-2	-2	-3	3	0.8	6	8	-4	4	COc1ccc(/C(C)=N/NC(=O)CNC(=O)/C=C\c2ccco2)cc1
-7	6	5	8	1	-0.9	1	-5	4	1	COc1cccc(N/C=C(\C#N)c2ccc(OCCCF)cc2)c1
19	-8	0	0	-6	0.8	7	-3	-7	3	CC(=O)N1CCN(C(=O)C2(NC(=O)Nc3ccccc3Cl)CCCCC2)CC1

The list itself, previewed entries included:
ARFGAP1 inh	Tn6 DDE FP	ADAM17 inh	PLC-gamma1 inh	LEDGF integ inh	proKLK7 act	ASAP1 inh	DDE Tn7 FP inh	ADAM10 inh	TDP2 inh	Structure
7	4	-3	-25	1	0.5	0	4	1	-13	CCOC(=O)C1CCCN(c2ncnc3c2cnn3-c2ccc(OC)cc2)C1 (configuration not stated)
12&5	-4&-6	-18&-17	-234&-196	-2&1	-17&-2.2	-1&-6	-1&-1	-49&-47	4&3	CCCCCCSc1ccc(-c2nc3ccc(Cl)cn3c2NCCCC)cc1OC
5	10	0	1	1	0.2	-7	2	3	7	COc1ccc(S(N)(=O)=O)cc1C(=O)NCC(C)(C)N1CCOCC1
14	4	3	0	0	-0.4	-2	-6	-9	4	COc1ccc(Cc2nc(-c3ccc(-n4cccc4)cc3)no2)cc1
8	2	-14	-24	-2	0.9	-7	8	-33	3	COc1ccccc1NC(=O)C1CCCN(c2cnccn2)C1 (configuration not stated)
-6	-2	6	8	7	0.0	-9	3	5	3	NS(=O)(=O)c1ccc(CCNC(=O)CSc2nc3c(sc(=S)n3-c3ccccc3)c(=O)[nH]2)cc1
-11	-1	-5	-26	-1	1.8	0	-6	-22	0	CC1CCC2(CC1)NC(=O)N(NC(=O)c1cccc(N(C)C)c1)C2=O (configuration not stated)
14	-2	-2	-3	3	0.8	6	8	-4	4	COc1ccc(/C(C)=N/NC(=O)CNC(=O)/C=C\c2ccco2)cc1
-7	6	5	8	1	-0.9	1	-5	4	1	COc1cccc(N/C=C(\C#N)c2ccc(OCCCF)cc2)c1
19	-8	0	0	-6	0.8	7	-3	-7	3	CC(=O)N1CCN(C(=O)C2(NC(=O)Nc3ccccc3Cl)CCCCC2)CC1
-2	5	3	3	3	-0.5	2	-2	-4	6	CN(C)c1cc(-c2ccc([N+](=O)[O-])cc2)oc(=O)c1Cl
1	-3	4	-2	0	-0.6	3	6	15	7	CC1(Cc2ccc(OC(F)(F)F)cc2)C(=O)Nc2ccc(S(=O)(=O)NC3CCCCC3)cc21 (configuration not stated)
0	-6	-1	-3	-1	-0.3	-2	-1	-1	2	Cc1[nH]c2ccccc2c1C(=O)COC(=O)Cn1cnc2ccccc21
-7	4	-1	-3	1	0.4	-8	-5	0	2	COc1cc(C(c2sc3nc(C)nn3c2O)N2CCc3ccccc3C2)cc(OC)c1OC (configuration not stated)
-4	5	-9	i	2	-623	-3	3	-40	-4	COC(=O)C1=NN(c2ccc(Cl)cc2)C2C(=O)N(c3ccccc3OC)C(=O)C12 (configuration not stated)
11	-4	3	-5	1	0.9	-6	1	1	5	Cc1cc(C)c(-c2csc(NC(=O)CCCc3nc4ccccc4c(=O)[nH]3)n2)c(C)c1
-3	-2	-5	4	2	-0.6	5	1	-4	4	O=C(NCCCN1CCc2ccccc2C1)Nc1ccc(Cl)cc1
-1	8	0	-1	0	0.4	-5	3	-4	3	CCCc1nc2ccccc2c(=O)n1NC(=O)c1c(O)c2ccccc2[nH]c1=O
8	-7	0	5	3	-0.2	2	-2	4	0	CNC(=O)c1ccsc1NC(=O)C1CCN(S(=O)(=O)c2ccc(Cl)s2)CC1
-7	-10	6	0	0	0.1	-2	2	11	0	CC1Cc2ccccc2N1C(=O)CSc1nc(-c2ccccc2)cs1 (configuration not stated)
0&0	6&1	-2&-1	0&4	1&3	0.3&-0.4	-4&-7	-3&7	-4&9	0&-5	Nc1ccn([C@H]2C[C@H](O)[C@@H](CO)O2)c(=O)n1
-3	0	2	8	-1	0.3	-9	4	12	-15	CCOC(=O)/C=C1\SCC(=O)N1CC(=O)Nc1ccc2c(c1)CCC2
6	-2	5	3	4	-0.2	-9	1	14	-4	COc1ccc(CN(C(=S)Nc2ccccc2)C2CC(=O)N(c3ccc(F)cc3)C2=O)cc1 (configuration not stated)
-2	3	5	2	5	0.8	2	-1	5	-13	CSCCC(NC(=O)c1ccccc1Cl)C(=O)NCC(c1ccco1)N1CCCCC1 (configuration not stated)
-2	10	4	2	2	-0.6	9	5	1	-6	CC1(C(=O)Nc2cnc3ccccc3c2)CCN1C(=O)CC(c1ccccc1)c1ccccc1 (configuration not stated)
4	-2	-9	-17	-4	-0.1	-16	-2	-50	-2	Cc1ccc(C2=NS(=O)(=O)N(C)C(C(=O)N3CCCCC3)=C2)cc1
0	0	-3	-1	2	0.5	-8	6	-3	0	COc1ccc(C2=C(O)C(C)N(c3ccccc3)C2=N)cc1OC (configuration not stated)
-10	3	-3	0	0	-0.3	-22	2	0	-1	O=C(NCC(=O)N(c1ccccc1F)C(C(=O)NCC1CCCO1)c1ccccc1)c1ccco1 (configuration not stated)
11	4	3	-2	-4	-0.4	8	-2	2	-3	O=C(NCCc1cnn(-c2ccccc2)c1)c1cc(COc2c(F)cccc2F)on1
-3	-6	-126	-97	2	1.9	-1	-1	-374	-5	Cc1ccc(C2NC(=O)NC3=C2CCc2ccccc23)cc1 (configuration not stated)
6	0	1	1	5	-0.2	6	-4	4	-12	Cc1ccc2nc(NC(=O)COC(=O)c3cccnc3)sc2c1
6	-2	-5	-9	5	0.9	-8	-2	-24	-10	O=C(O)CCc1ccc(-c2cccs2)n1-c1ccc(C(=O)O)cc1
0	-3	-4	2	0	0.1	-10	-3	-5	0	CCc1cccc(C)c1NC(=O)COC(=O)c1cc([N+](=O)[O-])ccc1N1CCOCC1
-5	-3	0	-1	-4	0.1	2	8	-6	-4	Cc1ccc(C(C)C)c2c1C(c1ccc3c(c1)OCO3)CC(=O)O2 (configuration not stated)
-1	-2	-2	0	1	0.0	-14	8	-2	22	Cn1c(CNC(=O)c2ccco2)nnc1SCC(=O)N1CCN(c2ccccc2F)CC1
5	5	-4	1	1	-0.2	-4	1	-2	-1	O=C(CN1C(=O)C2(OCCCO2)c2ccccc21)NCCc1ccccc1
8	8	3	0	-3	0.4	6	6	-11	-12	N#Cc1ccc(OCC(=O)NCC(c2cccs2)N2CCOCC2)cc1 (configuration not stated)
23	-1	1	18*	7	0.2	43*	-2	0	70*	CCC(=O)NC(c1cccs1)c1cc([N+](=O)[O-])c2cccnc2c1OC (configuration not stated)
-11	3	0	1	5	0.4	11	-1	5	-2	CCc1noc2cc(-c3ccccc3)n(C)c(=O)c12
10	-1	0	-1	2	-0.8	8	-1	-6	9	O=C(O)C1(Cc2nc3ccccc3[nH]2)CCCC1
3	3	-2	1	-2	0.0	-3	4	-6	2	F[B-](F)(F)c1cncc2ccccc12
-1	-1	-8	-12	-5	0.2	1	3	-15	7	CN(C)C(=S)Nc1cccc(-c2n[nH]c(=S)o2)c1
25*	1	-9	0	-1	0.7	3	3	-20	-1	O=C(CSc1ccc(Cl)cc1)Nc1ccc(-c2nc3ccccc3[nH]2)cc1
-3	1	-4	2	3	0.2	-5	-3	-2	-4	C=CCSc1nc2nc(C)cc(C)n2n1
5	0	-5	-236	-5	-0.6	11	1	-17	2	COc1ccc(-c2cc(C(=O)NCCCN3CCOCC3)c3ccccc3n2)cc1OC
